# Screens: PubChem, National Center for Advancing Translational Sciences (NCATS)
# Pol kappa inh – blocks human DNA polymerase kappa activity; Q9UBT6; purified Pol kappa, fluorescent DNA synthesis assay, 10 min; Potency, µM (series often up to 107 µM), without a hit: at the highest dose activity, negative = inhibition, hits mostly inhibitors; actives 0.53% (n = 400,000); AID 588579; also: % is scaled to controls: 0 for no effect and ±100 for the full control effect
#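 10 nM Pol kappa preincubated 15 min at room temperature with compounds, then reaction started with substrate at 50 nM final. Fluorescence read kinetically at 0 and 10 min; buffer-only wells served as negative control.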
# Pol beta inh – DNA polymerase beta (human) inhibition; P06746; Pol beta primer extension/strand displacement, fluorescence kinetic; Potency, µM (series often up to 114 µM), for inactives: at the highest dose activity change, negative = inhibition, hits mostly inhibitors; actives 1.3% (n = 340,000); AID 485314; also: % is scaled to controls: 0 for no effect and ±100 for the full control effect
#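 10 nM enzyme + cpd, 15 min RT; start with substrate 50 nM final; read 0 min and after 10 min RT. Corrected, normalized data; 4-parameter Hill curve fit.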
# BAZ2B inh – blocks human BAZ2B; actives 4.4% (n = 360,000); Potency, µM (series often up to 114 µM), for the others: top-dose activity change, negative = inhibition, hits mostly inhibitors; Q9UIF8; AlphaScreen BAZ2B-H3K14Ac peptide displacement; AID 504333; also: % is scaled to controls: 0 for no effect and ±100 for the full control effect; nearly all actives have a fitted effect of over 60% in size
#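 AlphaScreen displacement: compounds (up to 110uM) incubated 30 min at room temperature with a preformed 50 nM BAZ2B/50 nM biotinylated H3K14Ac peptide complex in PBS pH 7.4 with Tween-20. Donor and acceptor beads at 10 ug/mL final added, 20 min light-protected before reading.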
# Pol eta inh – DNA polymerase eta (human) inhibition; recombinant Pol eta, fluorescent DNA replication assay; Potency, µM (top dose mostly 114 µM), for the others: at the top dose activity change, negative = inhibition, usual class: inhibitors; actives 1.2% (n = 390,000); AID 588591; also: % is scaled to controls: 0 for no effect and ±100 for the full control effect
#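 Pol eta (10 nM) was preincubated with compounds for 15 min at room temperature, after which fluorescent replication substrate (50 nM final) was added to start the reaction. Fluorescence was read kinetically at 0 and 10 min.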
# G9a inh – G9a (human) methyltransferase inhibition; Q96KQ7; G9a H3K9 monomethylation, AlphaScreen, 2 h; Potency, µM (series often up to 102 µM), for inactives: at the top dose activity, negative = inhibition, actives largely listed as inhibitors; actives 8.8% (n = 350,000); AID 504332; also: % is scaled to controls: 0 for no effect and ±100 for the full control effect; nearly all actives have a fitted effect of over 75% in size
#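 Quantitative HTS format: methyltransferase activity on a biotin-tagged H3K9 peptide is measured by AlphaScreen, using a rabbit anti-monomethyl-H3K9 antibody with streptavidin donor and anti-IgG acceptor beads. Final levels are 20 nM enzyme, 500 nM peptide, 20 uM SAM; 2 h RT.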
# Anesthetic bind – candidate novel general anesthetic via apoferritin binding. actives 0.074% (n = 350,000). apoferritin/1-aminoanthracene competitive binding, fluorescence. Potency, µM (titrated, usually from 77.5 µM), for inactives: at the top dose activity change, negative = displacement, most hits filed as inhibitors; also: % is scaled to controls: 0 for no effect and ±100 for the full control effect; nearly all actives have a fitted effect of over 20% in size
#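 Horse-spleen apoferritin (10 uM) was mixed with 50% saturated 1-aminoanthracene in PBS, exposed to compounds for 10 min at room temperature, and read for fluorescence (ex 380 nm, em 535 nm). Competitive displacement was fitted with a four-parameter Hill equation.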
# APEX1 inh – APE1 (human) endonuclease inhibition; P27695; Potency, µM (top dose mostly 65.8 µM), for inactives: top-dose activity change, negative = inhibition, actives largely listed as inhibitors; recombinant APE1, TAMRA/BHQ-2 abasic DNA cleavage fluorescence; actives 0.35% (n = 350,000);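 also: plate controls were vehicle for no effect and reference inhibitor for full effect; nearly all actives have a fitted effect of over 55% in size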
# Target sequence (P27695 whole entry, looked up): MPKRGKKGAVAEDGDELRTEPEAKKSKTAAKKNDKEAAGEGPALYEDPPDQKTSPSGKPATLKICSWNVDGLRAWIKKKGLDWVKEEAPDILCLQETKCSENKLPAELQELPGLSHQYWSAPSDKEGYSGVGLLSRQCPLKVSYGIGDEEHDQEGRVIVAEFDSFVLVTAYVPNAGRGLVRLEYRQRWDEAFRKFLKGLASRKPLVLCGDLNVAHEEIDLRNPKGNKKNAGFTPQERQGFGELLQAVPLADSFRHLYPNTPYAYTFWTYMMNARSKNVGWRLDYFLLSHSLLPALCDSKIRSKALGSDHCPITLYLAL
#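 Activity was derived from the fluorescence gain between first and third kinetic reads (60 s intervals, ex 525/em 598 nm) after 50 nM THF-abasic TAMRA/BHQ-2 duplex was added to 0.75 nM APE1 preincubated 15 min with compound.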
# Pol iota inh – DNA polymerase iota (human) inhibition; Q9UNA4; Pol iota fluorescent replication assay, 10 min; Potency, µM (top dose mostly 115 µM), for the others: at the top dose activity, negative = inhibition, hits mostly inhibitors; actives 1% (n = 390,000)
# Target sequence (Q9UNA4 whole entry, looked up): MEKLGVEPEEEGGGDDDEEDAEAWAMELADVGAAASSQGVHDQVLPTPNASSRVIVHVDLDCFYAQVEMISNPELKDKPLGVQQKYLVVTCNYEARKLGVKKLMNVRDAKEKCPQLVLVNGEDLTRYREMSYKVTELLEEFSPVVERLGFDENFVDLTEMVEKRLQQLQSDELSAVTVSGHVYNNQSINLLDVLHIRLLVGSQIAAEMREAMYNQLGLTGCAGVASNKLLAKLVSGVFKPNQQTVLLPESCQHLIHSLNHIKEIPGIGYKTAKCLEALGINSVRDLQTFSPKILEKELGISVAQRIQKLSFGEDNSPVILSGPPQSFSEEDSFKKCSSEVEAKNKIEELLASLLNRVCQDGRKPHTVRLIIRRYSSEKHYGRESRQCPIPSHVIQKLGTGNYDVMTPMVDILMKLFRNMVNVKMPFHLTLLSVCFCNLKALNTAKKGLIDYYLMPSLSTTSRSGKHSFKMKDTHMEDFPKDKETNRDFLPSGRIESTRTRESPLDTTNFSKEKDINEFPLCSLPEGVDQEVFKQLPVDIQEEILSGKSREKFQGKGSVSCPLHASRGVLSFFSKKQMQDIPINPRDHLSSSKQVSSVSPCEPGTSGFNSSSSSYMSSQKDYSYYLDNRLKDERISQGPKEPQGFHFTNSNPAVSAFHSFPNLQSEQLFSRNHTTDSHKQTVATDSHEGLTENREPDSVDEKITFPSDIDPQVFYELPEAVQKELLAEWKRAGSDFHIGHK
#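 Fluorescent replication assay read twice, at 0 min and 10 min after adding 50 nM (final) substrate. Enzyme (10 nM) and compounds were first incubated 15 min at room temperature; enzyme-free buffer wells were negative controls.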
# BLM inh – Bloom syndrome helicase (human) inhibition; P54132; recombinant BLM DNA unwinding, fluorescence dequenching; Potency, µM (highest dose often 56.1 µM), without a hit: top-dose activity change, negative = inhibition, usual class: inhibitors; actives 0.2% (n = 350,000);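 also: plate controls were vehicle for no effect and no enzyme for full effect; nearly all actives have a fitted effect of over 35% in size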
# * marks the source's active call; other numbers are inactive results; ? = inconclusive; · = not tested or not shown; [ ] = dose if it differs, or a comment. Calls follow the shape of the dose curve; as a rule, active = well fitted curve in the direction sought with a large enough effect; inconclusive = small, poorly fitted or top-dose-only effect, or another doubt; inactive = no such curve, though single readings can be large; an effect the other way counts as inactive or inconclusive. Potency is read from the fitted curve at half-maximal effect.
SMILES,Pol kappa inh,Pol beta inh,BAZ2B inh,Pol eta inh,G9a inh,Anesthetic bind,APEX1 inh,Pol iota inh,BLM inh
CCN(CCn1cccn1)C(=O)c1cc(COc2ccc(F)c(F)c2)on1,7%,14%,-2%,-24%,16%,-28%,36%,8%,-2%
O=C1C2(c3ccccc3)CN(CCCO)CC1(c1ccccc1)CN(CCCO)C2,-2%,-3%,5%,-4%,5%[59 µM],0%,-3%,7%,1%
CCOc1ccccc1NC(=O)c1ccc(S(=O)(=O)N(C)c2ccccc2)cc1,4%,·,-3%,-17%,15%[2.33 µM],·,25%,19%,·
CCCCN1C(=O)/C(=c2\sc3nc(=O)c(-c4ccccc4)nn3c2=O)c2ccccc21,-10%,8%,?,-3%,?,-15%,-1%,?,1%
CCn1c(SCc2c(F)cccc2Cl)nnc1-c1ccco1,-13%,-9%,7%,-3%,14%[59 µM],4%,-3%,4%,-2%
Cc1ccc(/C=N/Nc2ccc(C(=O)O)cc2)s1,-26%,?,?,40µM*,14µM*,-10%,-2%,?,-2%
Cn1c(SCC(=O)O)nc2sc3c(c2c1=O)CCC3,-2%,8%,-5%,12%,-5%[59 µM],-4%,-10%,-11%,4%
CCN(CC)CCNC(=O)c1ccc(NC(=O)c2ccc(F)cc2)cc1,4%,35%[activator],-5%,1%,-3%,-5%,-1%,7%,-10%
CCOC(=O)CSc1cc(CS(=O)c2ccc(Cl)cc2)nc(-c2ccccc2)n1 (stereo unspecified),-10%,17%,13%,-16%,28%[59 µM],?,-5%,-3%,-10%
O=C1N=c2ccccc2=C1c1sc(Nc2cccc(O)c2)nc1O,-5%,-18%,56µM*,-10%,?,?,-9%,-10%,-9%
CC(C)(C)c1ccc(OC(=O)c2ccc3nsnc3c2)cc1,-16%,-3%,-4%,-2%,7%[12.7 µM],-14%,-2%,3%,0%
CCCn1c(=O)n(-c2ccccc2Cl)c(=O)c2sc3ccccc3c21,-2%,3%,-9%,-15%,5%[59 µM],-4%,·,45%[activator],-2%

# Fetched by compound from the list above:
SMILES,Pol kappa inh,Pol beta inh,BAZ2B inh,Pol eta inh,G9a inh,Anesthetic bind,APEX1 inh,Pol iota inh,BLM inh
Cc1ccc(/C=N/Nc2ccc(C(=O)O)cc2)s1,-26%,?,?,40µM*,14µM*,-10%,-2%,?,-2%
O=C1N=c2ccccc2=C1c1sc(Nc2cccc(O)c2)nc1O,-5%,-18%,56µM*,-10%,?,?,-9%,-10%,-9%
CCN(CCn1cccn1)C(=O)c1cc(COc2ccc(F)c(F)c2)on1,7%,14%,-2%,-24%,16%,-28%,36%,8%,-2%
CCn1c(SCc2c(F)cccc2Cl)nnc1-c1ccco1,-13%,-9%,7%,-3%,14%[59 µM],4%,-3%,4%,-2%
CCOc1ccccc1NC(=O)c1ccc(S(=O)(=O)N(C)c2ccccc2)cc1,4%,·,-3%,-17%,15%[2.33 µM],·,25%,19%,·

# Continuation.
SMILES,Pol kappa inh,Pol beta inh,BAZ2B inh,Pol eta inh,G9a inh,Anesthetic bind,APEX1 inh,Pol iota inh,BLM inh
Cc1cccc(OCC(=O)Nc2ccc(S(=O)(=O)Nc3ccccn3)cc2)c1,-8%,-2%,-21%,1%,-26%,-8%,-4%,20%,-4%
Cc1onc(-c2ccccc2Cl)c1C(=O)N1CCN(C)CC1,-10%,25%,3%,-17%,21%,1%,12%,45%[activator],-2%
Cc1nc2cnc(N3CCOCC3)nc2n(C2CC2)c1=O,0%[60.1 µM],·,·,·,-3%[0.501 µM],·,1%,·,2%
COc1ccc(OC)c(CNc2ccc([N+](=O)[O-])cc2C)c1,2%,5%,?,-24%,?,?,3%,83%[activator],-8%
Cc1cc(=O)n(C)c2ccc(S(=O)(=O)N3CCOCC3)cc12,-17%,58%,-38%,-22%,·,-2%,-14%,24%,4%
CCOc1ccc(NC(=O)Nc2ccc(Br)cn2)cc1,3%,16%,0%,-19%,-11%,-8%,1%,-14%,-3%
COC(=O)c1c(NC(=O)CSc2nccn2C)sc(C)c1C,-11%,·,-14%,0%,-23%[12.7 µM],·,20%,23%,·
Cn1cc(-c2cc3n(n2)CCC(=O)N3CCCC(=O)NCc2ccc(Cl)cc2)c2ccccc21,3%[60.1 µM],17%,2%,-1%,2%[59 µM],-17%,·,-22%,-5%
CCOC(=O)[C@@H]1[C@H]2COc3cc(OC)ccc3[C@@H]2N2C(=O)N(c3ccc(F)cc3)C(=O)[C@]12C,-13%,12%,-22%,-13%,5%,-18%,-6%,-3%,-4%
COc1ccc(OCC(=O)NNC(=O)c2cccnc2)cc1,-2%,26%,?,-12%,-70%[2.33 µM],-8%,1%,18%,-2%
CCOc1ccc(NC(=S)N(CCc2c(C)[nH]c3ccccc23)Cc2cccnc2)cc1,-4%,-19%,?,-7%,?,1%,?,-15%,-11%
Cc1ccc2c(Sc3ccccc3)c(C(=O)NCc3ccccc3F)[nH]c2c1,-1%,0%,-29%,-9%,?,33%[activator],·,-7%,-9%
CCCCN(C(C)=O)c1c(N)n(CCC)c(=O)n(CC(=O)Nc2cc(Cl)cc(Cl)c2)c1=O,4%,3%,-2%,-20%,1%,-6%,-2%,118%[activator],-1%
NS(=O)(=O)c1ccc(CCNC(=O)c2ccc(=O)[nH]c2)cc1,4%,26%,2%,9%,9%,8%,-2%,-24%,2%
Cc1cc2ccccc2n1CCNC(=O)COc1ccc2ccccc2c1,-27%,4%,?,?,?,-13%,-5%,?,-7%
Cc1ccc(CNC(=O)CN(C)S(=O)(=O)c2ccc3c(c2)n(C)c(=O)c(=O)n3C)cc1,-4%,37%,1%,10%,0%[0.0925 µM],-6%,0%,16%,0%
O=C(COc1ccc(Br)cc1CNC1CCCCC1)NCCc1ccccc1,-20%,4%,-7%,-11%,-8%,-17%,2%,61%[activator],-6%
Cc1ccc(OCC(=O)N2CCN(C(=O)c3ccc([N+](=O)[O-])cc3)CC2)cc1,-1%,-12%,-7%,0%,50µM*,-16%,0%,5%,-2%
CCC(C)N1C(=O)CN(C2CCCCCC2)C(=O)C1c1ccccc1F (stereo unspecified),-1%,-14%,-14%,-21%,3%,-15%,4%,67%[activator],-4%
Cc1nnc(SCC(=O)NC2CCCCC2)[nH]c1=O,-23%,-23%,1%,-7%,?,0%,42%,21%,-4%
CCCCNC(=O)CS(=O)Cc1nc(-c2cccs2)oc1C (stereo unspecified),8%,0%,-2%,-6%,50µM*,-6%,1%,5%,-5%
CN1Cc2sc(N)c(C#N)c2CC1(C)C,-12%,33%,-38%,?,-5%[2.33 µM],52%[activator],-3%,55%[activator],-4%
CS(=O)(=O)c1ccc(Cl)c(C(=O)OCC(=O)NC2CCCCCCC2)c1,-4%,·,3%,-21%,20%[12.7 µM],·,33%,56%[activator],·
Cc1cc(C)c2sc(N(Cc3cccnc3)C(=O)CCS(=O)(=O)c3ccccc3)nc2c1,-10%[60.1 µM],20%,-9%,-8%,18%[59 µM],-3%,·,18%,-10%
Cc1ccc(C(=O)C2=C(O)C(=O)N(Cc3cccnc3)C2c2cccc([N+](=O)[O-])c2)o1 (stereo unspecified),-8%,45%,?,-9%,·,-15%,7%,-4%,-4%
Cn1ccnc1C(=O)c1cc(SCC(=O)NCc2ccccc2)nc2ccccc12,-6%,51%[activator],?,-14%,?,-20%,7%,102%[activator],-1%
COc1ccc(/C=N/N2C(=N)SCC2=O)cc1,13%,-19%,-22%,-16%,?,2%,2%,12%,-6%
CC(C)c1ccc(NC2CCCN(C(=O)CCN3Cc4ccccc4C3=O)C2)cc1 (stereo unspecified),-8%,38%[activator],?,-4%,·,-5%,-2%,1%,-1%
C=CCc1ccccc1Oc1cc(OC)nc(N)n1,-3%,·,4%,-24%,-5%[0.501 µM],·,17%,17%,·
COc1cc(N)c(Cl)cc1C(=O)OCC(=O)c1ccc2c(c1)NC(=O)CO2,-24%,·,-16%,8%,?,·,-8%,8%,·
COc1ccc(C(=O)CN2CCN(S(=O)(=O)c3ccc(C(C)C)cc3)CC2)cc1,-7%[60.1 µM],1%,-18%,-18%,-34%[59 µM],-23%,·,22%,-5%
O=C(CN(CC1CCCO1)C(=O)CCC(=O)Nc1nccs1)NCc1ccc2c(c1)OCO2 (stereo unspecified),-8%,3%,6%,-17%,16%[12.7 µM],-1%,5%,24%,1%
COc1ccccc1CNC(=O)COC(=O)c1ccc(C)c(S(=O)(=O)N2CCOCC2)c1,-8%,·,1%,-14%,4%[0.501 µM],·,4%,-22%,·
Cc1ccc(NC(=O)CSc2ncc3c(n2)-c2ccccc2N(Cc2cccc(F)c2)S3(=O)=O)cc1F,-10%,0%,-9%,-18%,-23%[59 µM],0%,·,1%,-4%
CN1CCN(S(=O)(=O)c2cccc(C(=O)Oc3ccc(Br)cc3F)c2)CC1,-6%,-2%,?,-2%,-20%,?,-8%,-15%,-3%
Cc1ccc(S(=O)(=O)N2CCCCC2)cc1NC(=O)C1CCCO1 (stereo unspecified),3%,5%,-1%,-16%,22%[0.0925 µM],-9%,-3%,81%[activator],1%
COc1ccc(NC(=O)CSc2nc3ccccc3n2CC(=O)N(C)c2ccc(F)cc2)cc1,-8%[60.1 µM],35%,-12%,-10%,5%[59 µM],0%,·,?,-1%
Cn1ncc(Cl)c1C(=O)Nc1nc2ccc(Cl)cc2s1,-2%,31%,-4%,-17%,7.9µM*,-2%,17%,0%,-4%
CN(N=Nc1cccc([N+](=O)[O-])c1)c1cccc([N+](=O)[O-])c1,8%[60.1 µM],3%,-31%,0%,?,6%,7%,23%,-4%
COc1ccccc1CN1CCCC2(CCN(C(=O)c3c(C)noc3C)CC2)C1,1%[60.1 µM],·,·,·,9%[12.7 µM],·,3%,·,6%
CCC(C)C(NC(=O)OCc1ccccc1)C(=O)OCN1C(=O)c2ccccc2C1=O (stereo unspecified),-1%,19%,4%,-6%,1%,?,-2%,0%,-8%
CCCCNC(=O)c1ccc2c(c1)N(Cc1ccc(F)cc1)C(=O)c1ccccc1S2=O (stereo unspecified),-12%,30%,-4%,-11%,-14%[59 µM],-12%,·,-9%,-8%

# This is a subset; the hit share may differ from the screen's.
